# Bioassay records as filed in PubChem BioAssay.
# sEH act – soluble epoxide hydrolase (human) activation | P34913 | purified human sEH enzymatic activity, activator screen | 91,000 tested, 0.04% active | activation, % at 2 µM; in the data active = activation above about 37%; note: values of inactives mirror those of a sister screen read the other way
# S1P2 ag – activates the human S1P2 receptor. S1P2-expressing cell line, agonist reporter read-out. activation, % at 4.5 µM. 97,000 tested, 0.46% active. AID 729; in the data active = activation above about 16%;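 note: 0% = vehicle low control and 100% = maximal reference agonist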
# Target sequence (O95136 whole entry, looked up): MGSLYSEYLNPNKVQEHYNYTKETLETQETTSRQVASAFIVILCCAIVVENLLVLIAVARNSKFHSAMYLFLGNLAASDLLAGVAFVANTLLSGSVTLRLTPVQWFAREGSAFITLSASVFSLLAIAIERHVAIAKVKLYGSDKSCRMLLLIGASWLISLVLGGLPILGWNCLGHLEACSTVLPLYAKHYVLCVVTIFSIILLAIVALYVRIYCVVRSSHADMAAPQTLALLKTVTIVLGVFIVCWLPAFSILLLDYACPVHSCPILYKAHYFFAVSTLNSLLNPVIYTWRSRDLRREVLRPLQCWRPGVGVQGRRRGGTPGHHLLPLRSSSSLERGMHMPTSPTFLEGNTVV
# PostGolgi yeast – growth inhibition of a yeast mutant, post-Golgi transport screen; inhibition, % at 10 µM; post-Golgi transport phenotypic cell assay; 98,000 tested, 0.9% active;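 note: yeast cells grown in 1536-well plates; yeast grown about 18 h at 30C before absorbance read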
# E coli WT exp – growth inhibitors of E. coli BW25113 wild type; OD600 absorbance; growth inhibition, % at 100 µM; 98,000 tested, 0.15% active; AID 710;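 active = growth inhibition above about 50% at one test dose, limit read from the data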;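 note: growth measured after 20 h incubation at 37 °C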
# sEH inhibitor – inhibitors of human soluble epoxide hydrolase; P34913; recombinant human sEH enzymatic activity assay; inhibition, % at 2 µM; 91,000 tested, 0.34% active; AID 707; in the data active = inhibition above about 80%; note: values of inactives mirror those of a sister screen read the other way; many of its hits are not listed in these tables
# S1P2 blocker – antagonists of human S1P2 receptor; inhibition, % at 5 µM; 97,000 tested, 0.21% active; AID 736; cell-based S1P2 antagonist assay, inhibition at 5 uM; in the data active = inhibition above about 45%;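 note: CRE beta-lactamase reporter cells expressing human S1P2 stimulated with S1P; 0% = agonist at EC80 alone and 100% = agonist plus reference antagonist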
# PLAP activator – activates human placental alkaline phosphatase; purified PLAP enzyme, luminescent substrate read-out; active compounds read high; 96,000 tested, 1.2% active; P05187; activation fold at 20 µM; AID 696; in the data active = activation fold above about 2
# PostGolgi ctrl – yeast control strain growth, post-Golgi counter-screen | efflux-deficient yeast background strain, growth absorbance A615, 16 h | inhibition, % at 10 µM | 98,000 tested, 5% active | AID 738
# CD11b adhes inh – CD11b/CD18-fibrinogen binding inhibition | inhibition, % at 10 µM | 93,000 tested, 0.54% active | K562 CD11b/CD18 adhesion to fibrinogen, ATPlite luminescence; Mn2+ added to activate the integrin;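 active = primary inhibition of 50% or more at 10 µM, then 40% or more on retest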; note: some results filed as inactive read as strong as hits
# Target sequence (P05107 whole entry, looked up, other chains not shown): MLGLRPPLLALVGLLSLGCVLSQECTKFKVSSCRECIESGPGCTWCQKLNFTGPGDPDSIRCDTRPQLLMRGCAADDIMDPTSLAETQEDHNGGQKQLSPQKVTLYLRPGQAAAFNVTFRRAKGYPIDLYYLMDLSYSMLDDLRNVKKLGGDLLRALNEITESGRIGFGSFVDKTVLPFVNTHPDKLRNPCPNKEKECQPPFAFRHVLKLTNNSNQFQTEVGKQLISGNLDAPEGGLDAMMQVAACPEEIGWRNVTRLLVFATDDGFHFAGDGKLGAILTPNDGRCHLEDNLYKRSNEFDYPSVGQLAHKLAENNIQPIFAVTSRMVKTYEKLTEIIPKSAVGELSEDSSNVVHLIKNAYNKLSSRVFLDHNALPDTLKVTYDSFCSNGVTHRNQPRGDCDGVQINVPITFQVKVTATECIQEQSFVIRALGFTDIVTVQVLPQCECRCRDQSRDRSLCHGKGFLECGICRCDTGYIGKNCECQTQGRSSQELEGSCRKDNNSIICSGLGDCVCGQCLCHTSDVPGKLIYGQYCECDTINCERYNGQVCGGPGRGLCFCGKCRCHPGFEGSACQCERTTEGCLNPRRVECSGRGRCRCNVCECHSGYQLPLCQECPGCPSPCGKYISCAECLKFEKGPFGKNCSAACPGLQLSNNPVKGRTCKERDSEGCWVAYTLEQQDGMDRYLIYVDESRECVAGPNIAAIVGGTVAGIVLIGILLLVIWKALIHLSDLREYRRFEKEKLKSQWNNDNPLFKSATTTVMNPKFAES
# Numbers without * were called inactive; . = no result given. Cut-off read from the data, not from the text of the source, unless noted: active = inhibition above about 30%; inactive = the rest. Not a hit list; any-hit rate near 7.1%.
# Values in the order: sEH act	S1P2 ag	PostGolgi yeast	E coli WT exp	sEH inhibitor	S1P2 blocker	PLAP activator	PostGolgi ctrl	CD11b adhes inh
- O=C(CCc1n[nH]c(=O)[nH]c1=O)N1CCCCC1
→ .	.	1	-2	.	.	1.2	1	-6
- CC(C)Cn1cc(C(=O)NCc2cccs2)c2c3ccccc3n(C)c2c1=O
→ -20	-2	-6	-5	18	8	1	5	-7
- COCCn1c(SCC(=O)c2ccc3c(c2)OCCO3)nnc1-c1ccoc1C
→ -1	-1	1	-5	-1	-2	1.2	6	-4
- Cc1cccc(N2C(=O)CC(N(O)c3ccccc3)C2=O)c1 (stereo not drawn)
→ 6	-3	0	1	-4	1	1.1	9	-7
- O=C(Nc1ccc(F)cc1F)c1cc(-c2ccco2)on1
→ -8	-3	-15	1	10	-14	0.9	2	0
- c1ccc(N2CCN(Cc3ccsc3)CC2)nc1
→ .	.	-5	6	.	.	0.9	2	3
- O=C(CN1CCOCC1)Nc1ccc(S(=O)(=O)NC2CCCCC2)cc1
→ -10	-10	12	0	11	15	1	-9	2
- CCOC(=O)c1cccc(NC(=O)c2ccco2)c1
→ .	.	3	1	.	.	1.5	-1	.
- Cc1sc(NC(=O)c2sc3nc4c(C)cccc4cc3c2N)c(C#N)c1C
→ -4	-6	-42	-15	3	24	1.1	5	.
- CC(=NCCN1CCOCC1)C1=C(O)c2ccccc2C1=O
→ .	.	-5	4	.	.	1.3	-3	5
- COC(=O)CSc1nnc(-c2ccc(S(=O)(=O)N3CCCCC3)cc2)o1
→ -3	-9	-1	-1	3	-4	1	4	-5
- CC(=O)Oc1ccccc1C1OCCN1C(C)=O (stereo not drawn)
→ -11	-3	2	-6	14	-9	0.8	6	15
- CCC(C)(C)c1nnc(NC(=O)c2ccc([N+](=O)[O-])cc2)s1
→ -9	-1	0	-3	10	1	1.2	8	5
- CCN(CC)CCOC(=O)C1(c2ccccc2)CCOCC1
→ -7	-15	0	-2	9	-1	1.1	5	-6
- CN(C)c1cc[n+](Cc2c(Cl)cccc2Cl)cc1
→ -3	-2	.	.	3	-10	.	.	.
- O=C(Oc1ccc2c(c1)OCO2)c1cc2c(s1)CCC2
→ 0	4	-6	-9	0	-10	1.1	3	8
- O=C(NCCOc1ccccc1Cl)c1cc(F)c(F)cc1Cl
→ 8	-5	-4	8	-10	8	0.9	29	20
- O=C(Cc1cccs1)N(Cc1ccco1)C1(C(=O)NC2CCCCC2)CCCCC1
→ -9	-5	-16	1	7	-27	1.3	25	19
- CCCC1=C(C(=O)OCC)C(c2ccc(N(C)C)cc2)n2ncnc2N1 (stereo not drawn)
→ -1	-5	22	-1	0	-8	1.2	10	6
- O=C(O)c1cc2cc(OCc3ccccc3)ccc2[nH]1
→ 9	-9	20	-18	-9	20	1.1	5	7
- CC(C)CNc1cc(=O)n(C)c(=O)n1C
→ -10	-3	6	9	10	-11	0.8	48*	-4
- COC(=O)CSc1nnc(-c2ccccc2OC)n1-c1ccc(C)cc1
→ 6	-3	3	1	-7	8	1.1	4	.
- CC(NC(=O)Nc1nccs1)(C(F)(F)F)C(F)(F)F
→ 14	0	-1	2	-11	-7	0.8	9	-17
- O=C(c1cccc(F)c1)N1CCc2ccccc21
→ 7	-3	-1	2	-8	-20	1	-5	0
- CCOC(=O)N1CCC(NCCNC(=O)c2ccccc2Cl)CC1
→ 16	-1	2	-1	-13	-16	1.2	-1	12
- C/C(=N\NC(=O)C(C)Sc1ccccc1)C(C)(C)C (stereo not drawn)
→ -5	-10	1	-4	8	1	1	-5	.
- COc1ccc(OC)c(NC(=O)NCc2ccc(F)cc2)c1
→ -20	-5	-15	10	19	-6	1.1	-8	0
- CC(C)C(NC(=O)CC12CC3CC(CC(C3)C1)C2)C(=O)O (stereo not drawn)
→ 0	-5	-6	-2	0	3	0.9	-3	-6
- COc1ccc2nc(Sc3c([N+](=O)[O-])nc(C)n3Cc3ccccc3)[nH]c2c1
→ 5	-7	3	11	-4	31	1.4	4	8
- O=C(c1cc2c(s1)-c1ccccc1OC2)N1CCN(c2ccccc2)CC1
→ .	-1	-10	-9	.	11	1.3	55*	6
- Nn1c(SCC(=O)Nc2ccc3c(c2)OCO3)nnc1-c1cccc(Cl)c1
→ -5	-7	-7	6	6	9	1	-2	-4
- Cc1cc(N)ccc1N1CCCC1
→ 3	-4	-3	-7	0	22	1.1	15	.
- O=C(Cn1cnc2ccccc2c1=O)NCCC(=O)N1CCN(Cc2ccccc2)CC1
→ 1	-1	7	-7	-1	17	1.6	-3	-26
- CCOc1ccc(N2CC(C(=O)Nc3ccc(S(=O)(=O)Nc4ncccn4)cc3)CC2=O)cc1 (stereo not drawn)
→ 7	0	-4	9	-5	-7	1.6	6	-4
- c1ccc(CSc2nnnn2-c2ccccc2)cc1
→ -1	0	-4	-4	-2	-6	1.1	1	12
- CCCSc1nnc2[nH]c(=O)cc(N)n12
→ 2	-5	.	.	-3	15	.	.	.
- CCN1CCN(CCNC(=O)CCCCCn2c(=O)[nH]c3cc(C(=O)OC)ccc3c2=O)CC1
→ -5	-3	3	-6	8	2	1.2	8	.
- COC(=O)c1nn(-c2ccccc2)c(Cl)c1/C=N/OCc1ccc(Cl)cc1Cl
→ 9	-4	-7	-17	-9	-8	1.1	0	.
- Cc1nc2ccccn2c1P(=O)(N1CCCCC1)N1CCCCC1
→ -8	-4	.	.	8	-5	.	.	.
- Cc1ccc(S(N)(=O)=O)cc1NC(=O)/C=C/c1cccs1
→ -6	-6	1	2	6	0	0.9	8	.
- Cc1ccc(C2CC2c2n[nH]c(=S)n2-c2ccc(C)cc2)cc1 (stereo not drawn)
→ 1	-3	4	4	2	-4	2.1*	23	-6
- COc1ccc(CN2CCN(C)CC2)cc1OCc1ccccc1
→ 18	-3	2	1	-20	14	0.8	17	-3
- Cc1cccc(N2C(=O)SC(N(C)c3ccccc3)C2=O)c1 (stereo not drawn)
→ .	.	-2	-7	.	.	0.8	5	-25
- O=C(CNC(=O)c1ccc(Cl)cc1Cl)OCC(=O)c1ccc2c(c1)OCCO2
→ -12	0	2	2	13	4	0.8	9	10
- COc1ccc(C2(O)CCN(Cc3nnnn3Cc3ccc(F)cc3)CC2)cc1
→ 2	-5	21	4	-3	-6	1.3	-3	5
- CCOC(=O)c1c(COC(=O)c2ccco2)nc2ccccc2[n+]1[O-]
→ 1	-3	-6	-2	0	-12	0.9	1	-14
- COc1ccc(C(=O)Nc2ccccc2-c2nnn(CC(=O)NCc3ccco3)n2)cc1
→ 4	-3	11	3	-4	8	0.9	0	-9
- CCCc1nc(SCc2ccccn2)c2c(=O)n(C)c(=O)n(C)c2n1
→ 20	0	2	-3	-18	10	1.2	29	-2
- Cc1ccc(Cl)cc1NC(=O)C1CCCN(S(=O)(=O)c2c(C)noc2C)C1 (stereo not drawn)
→ -7	-5	-2	-3	9	-4	0.9	3	0
- CC1Oc2ccccc2OC1C(=O)Nc1ccccn1 (stereo not drawn)
→ 6	-3	.	.	-4	1	.	.	.
- C#CCSc1nnc(CSc2nc3ccccc3s2)n1-c1ccccc1
→ -6	-6	2	-12	6	-4	1.5	23	12
- COC(=O)c1cccc(NC(=O)CSc2ncn[nH]2)c1
→ 8	-9	-4	4	-10	12	1	-13	-1
- CCOC(=O)C(/C=C(\C#N)C(=O)OCC)=C(/N)N1CCN(c2c(C)cccc2C)CC1
→ -18	-5	9	-7	21	30	0.9	10	0
- O=C(/C=C\c1ccccc1)Nc1nccs1
→ -10	-4	.	.	10	-3	.	.	.
- COc1ccc2nc(NC(=O)C(NS(=O)(=O)c3cccs3)C(C)C)sc2c1 (stereo not drawn)
→ 0	-1	-7	-9	2	-14	2.2*	2	-2
- COc1ccc(S(=O)(=O)n2ccc(C)n2)cc1C
→ 1	-1	10	-5	0	-2	0.9	3	0
- Cc1cccc(C)c1NC(=O)c1c(C)nn(-c2ccccc2)c1Cl
→ 5	-9	10	0	-8	-9	1.4	6	-15
- COC(=O)C1=C(C(=O)OC)SC(=C2C(=S)C(C)(C)N(C(=O)C3CC3)c3ccccc32)S1
→ -6	-6	-6	-20	8	-19	1.2	9	3
- Cc1ccc(S(=O)(=O)c2ccc(Cl)cc2)cc1S(=O)(=O)N1CCN(C)CC1
→ -8	-3	-10	5	8	-1	1.6	1	0
- CCC(C)C(=O)Nc1c2c(nc3c1CCC3)CCCC2 (stereo not drawn)
→ 0	-6	6	5	0	-5	1.2	5	-2

# Retrieved by structure from the list above, 2 records:
# Values in the order: sEH act	S1P2 ag	PostGolgi yeast	E coli WT exp	sEH inhibitor	S1P2 blocker	PLAP activator	PostGolgi ctrl	CD11b adhes inh
- Cc1ccc(Cl)cc1NC(=O)C1CCCN(S(=O)(=O)c2c(C)noc2C)C1 (stereo not drawn)
→ -7	-5	-2	-3	9	-4	0.9	3	0
- C#CCSc1nnc(CSc2nc3ccccc3s2)n1-c1ccccc1
→ -6	-6	2	-12	6	-4	1.5	23	12

# The results go on:
# Values in the order: sEH act	S1P2 ag	PostGolgi yeast	E coli WT exp	sEH inhibitor	S1P2 blocker	PLAP activator	PostGolgi ctrl	CD11b adhes inh
- COC(=O)c1[nH]c2ccc(C)cc2c1NC(=O)NC1CCCCC1
→ -4	-5	-14	2	4	0	0.8	3	-8
- CCCc1[nH][nH]c(=O)c1C(c1ccc(Cl)cc1)C(C#N)C#N (stereo not drawn)
→ -12	-4	.	.	13	0	.	.	.
- CCCn1c(=O)n(C)c(=O)c2c(SCC(=O)NCc3ccco3)nc(C3CC3)nc21
→ 0	-1	6	-1	-2	-20	0.9	5	-24
- Cc1ccc[n+](CC(=O)Nc2ccc([N+](=O)[O-])cc2Cl)c1
→ .	-4	-2	8	.	12	0.9	3	1
- O=C(O)C1C2CCC(O2)C1C(=O)Nc1cccc(F)c1 (stereo not drawn)
→ -5	-4	5	-5	3	9	1	11	-6
- CCC(Sc1n[nH]c(=O)[nH]c1=O)C(=O)OCc1ccccc1 (stereo not drawn)
→ 1	-2	-1	1	0	-6	1.5	-9	4
- NCCCCCc1nnc(SC/C=C/c2ccccc2)o1
→ -5	-6	-13	2	8	3	1.2	3	-20
- COc1ccc(-n2ncc3c(NCC4CCCO4)ncnc32)cc1 (stereo not drawn)
→ -5	-7	-15	3	6	-3	0.9	3	.
- O=C(NCC1CCCCC1)C1CCCN(C(=O)NC2CCCCC2)C1 (stereo not drawn)
→ -54	-10	-4	3	53	-4	1.1	2	-8
- CCc1cc(=O)oc2cc(OS(C)(=O)=O)ccc12
→ 0	-2	.	.	4	-14	.	.	.
- CCOC(=O)C(=CNc1cccc(N)n1)C(=O)OCC
→ 0	-4	2	5	1	-10	0.9	5	5
- CS(=O)(=O)N1CCN(C(=O)c2c(F)cccc2F)CC1
→ 2	-6	-1	1	1	5	0.9	-5	-13
- Cc1cc(NC(=O)Cn2nnc3sc4c(c3c2=O)CCC(C(C)(C)C)C4)no1 (stereo not drawn)
→ .	-3	3	1	.	-6	1.2	31*	5
- Cc1cc(NC(=O)CSc2nc(C(C)C)nc3sc4c(c23)CCC(C)C4)no1 (stereo not drawn)
→ 11	-4	.	.	-12	-4	.	.	.
- CCOc1ccc(NC2c3ccccc3C(=O)N2Cc2ccc3c(c2)OCO3)cc1 (stereo not drawn)
→ 1	-8	-3	-22	-4	8	1.3	31*	6
- Cc1ccc(-n2c(=O)[nH]c3c(C(N)=O)nc(CC(C)C)nc32)cc1
→ -2	-1	0	-3	5	-13	1.3	8	9
- CCN(CC)CCNC(=O)c1c(C)n(-c2ccccc2)c2cc(Br)c(OC)cc12
→ 10	-8	-7	25	-10	-2	1.4	11	.
- CC(=O)Nc1ccc(-n2cnnn2)cc1
→ 6	0	.	.	-5	-5	.	.	.
- CCOc1cc(C=O)ccc1OCCCN1C(=O)NC(C)(C)C1=O
→ -3	-4	3	-2	2	-2	1	3	0
- Cc1ccc(S(=O)(=O)NC(=O)NCCCCNC(=O)NS(=O)(=O)c2ccc(C)cc2)cc1
→ 0	-7	9	2	2	-24	0.8	13	7
- COc1ccc(N2CCN(C(=O)c3ccc(NS(=O)(=O)c4cccc(F)c4)cc3)CC2)cc1
→ 6	-3	-7	-4	-3	-15	1.6	-1	10
- Cn1c2ccccc2c2c(C(=O)N3CCN(c4ccc(F)cc4)CC3)cn(C3CCCC3)c(=O)c21
→ 16	-4	5	-20	-13	-10	1.6	10	-13
- COCCSc1ccccc1C(=O)N1CCCC1
→ 6	-5	2	4	-4	15	1.5	17	1
